# Bioassay records: PubChem, National Center for Advancing Translational Sciences (NCATS)
# BRCA1 expr act – activators of BRCA1 expression; AID 624202; hit rate 1.1% among 380,000; MCF7-BRCA1-FFLuc reporter, luminescence, 48 h; response scale: scaled: vehicle 0%, 10 µM genistein 100%; Potency, µM (top dose mostly 46.1 µM), for the others: at the highest dose activation, hits mostly activators; active = well fitted activation curve with a large enough effect; inconclusive = small, poorly fitted or top-dose-only effect; inactive = no such curve, though single readings can be large or run the other way; also: nearly all actives have a fitted effect of over 80% in size; some results filed as inactive show a strong effect at the top dose
#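 Luminescence from a BRCA1-driven firefly luciferase in MCF7 cells was the read-out, taken 15 min after substrate addition following 48 h compound exposure at 37 °C. Data were normalized to a 10 microM genistein control and DMSO vehicle.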
# Starred values were filed as active, the others as inactive; ? = inconclusive. Potency is read from the fitted curve at half-maximal effect. A portion of the library. The share of hits here may be higher or lower than overall.
SMILES,BRCA1 expr act
CC1(Cc2ccc(Cl)c(Cl)c2)C(=O)Nc2c(Cl)ccc(Cl)c21 (stereo unspecified),-13%
CC(C)(C)c1ccc(S(=O)(=O)N2CCN(c3nc(-c4ccccc4)nc4ccccc34)CC2)cc1,0%
CCCC(=O)N1CCC1(C)C(=O)Nc1ccccc1-c1ccccc1 (stereo unspecified),4%
COc1cccc(OC)c1C(=O)OCC(=O)NCCNC(=O)COC(=O)c1c(OC)cccc1OC,2%
O=S(=O)(NCCOc1ccccc1Cl)c1ccc2oc3ccccc3c2c1,-22%
Cn1c(NCCOc2ccccc2Cl)nc2cc(-c3ccc(F)cc3)sc2c1=O,0%
Cc1cc2nc(-c3cccc(Br)c3)c(CC(C)(C)C)n2c(C)c1Br,-23%
COc1cccc(CNC(=O)c2cccc(S(=O)(=O)N3CCN(Cc4ccccc4)CC3)c2)c1,-3%
Cc1ccc(S(=O)(=O)N2C[C@H]3[C@H]4C(=O)N(c5ccccc5)C(=O)[C@H]4C[C@H](OC(=O)Nc4cccs4)[C@@]3(O)C2)cc1,0%
O=C(Oc1ccc(/C=N/NC(=O)c2ccccn2)cc1)c1cccc(F)c1,75%
CCOC(=O)C1=C[C@@H](c2ccccc2)N(S(=O)(=O)c2ccc(C)cc2)[C@H]1c1ccc(OC)cc1,0%
N#CCc1ccnc2ccccc12,-2%
c1ccc(COc2cccc(-c3cc4nc(NCCCn5ccnc5)ccn4n3)c2)cc1,-45%
CC(=O)c1cccc(NC(=O)COc2ccccc2C(=O)Nc2ccccc2)c1,-5%
O=C(CC(=O)c1ccccc1)Nc1ccc([N+](=O)[O-])cc1,?
CCOC(=O)c1cn(C2CC2)c2c(F)c(NCCCN(C)C)c(F)cc2c1=O,0%
Cc1onc(-c2ccccc2Cl)c1C(=O)Nc1cc(=O)n(C)c(=O)n1C,9%
COc1c(N2C[C@@H]3CCCN[C@@H]3C2)c(F)cc2c(=O)c(C(=O)O)cn(C3CC3)c12,0%
Cc1ccc2c(c1)/C(=N/OS(=O)(=O)c1ccccc1)CCS2,-1%
Cc1ccc(NC(=O)CNC(=O)C23CC4CC(CC(C4)C2)C3)nc1,7%
CCN(CC)Cc1c(C)[nH]c2ccc(NC(C)=O)cc2c1=O,3%
COc1ccccc1-c1cnc(C(O)c2ccc(F)c(C)c2)[nH]1 (stereo unspecified),9%
O=c1[nH]c2ccccc2c(=O)c2ccccc12,0%
c1ccc2oc(-c3nn4c(Cn5cnc6ccccc65)nnc4s3)cc2c1,-4%
CCCNC(=O)CSc1nnc(NC(=O)C2CC(=O)N(c3ccccc3OC)C2)s1 (stereo unspecified),5%
COc1cc(OC)nc(Oc2cccc(Cl)c2C)n1,9%
CNc1cncc(-c2cccc(C(=O)NCCN(C)C)c2)n1,-13%
C=CCNC(=O)C1CC2c3ccccc3C1c1ccccc12 (stereo unspecified),17%
C=CCCC(=O)N1C[C@H]2CON(C)[C@H]2C[C@H]1c1cccc(N2CCOCC2)c1,8%
COC(=O)c1cn(C)c2ccc(S(=O)(=O)N(C)C3CCCCC3)cc2c1=O,-26%
CCCS(=O)(=O)NC(=O)C1(C)CCN(C(=O)Cc2cccc(OC)c2)C1 (stereo unspecified),26%
CCCCN(C=O)c1c(CC)nc2c(OCc3ccc(Cl)cc3)cccn12,-39%
CCCCC(=O)N(C)c1c(C)nc2ccc(C(=O)N3CCN(C(=O)c4ccco4)CC3)cn12,20%
OCC1CSC(=S)N1Cc1ccccc1 (stereo unspecified),0%
CCc1nc2ccc(C(=O)NCCCn3ccnc3)cn2c1N(C)C(=O)c1cccc(OC)c1,9%
CC1=C(C(=O)Nc2cccc(C(=O)NCC(C)c3ccccc3)c2)SCCO1 (stereo unspecified),17%
CC1(C(=O)Nc2ccc3ccccc3c2)CCC(=O)N1C1CCN(Cc2ccccc2)CC1 (stereo unspecified),-20%
COc1cccc(S(=O)(=O)N(C)C[C@H]2OCc3cn(nn3)CCCC(=O)N([C@@H](C)CO)C[C@@H]2C)c1,17%
COc1ccc(N=c2nc(-c3ccc(C)cc3)n(-c3ccccc3)s2)cc1,-42%
Cc1ccc(S(=O)(=O)N2C[C@H]3[C@H]4C(=O)N(C5CCCCC5)C(=O)[C@H]4CC(=O)[C@H]3[C@@H]2c2ccccc2Cl)cc1,-6%
CCc1nc2ccc(C(=O)NCC3CCCCC3)cn2c1N(C)Cc1ccc(OC)cc1,-9%
CCN(C(=O)COC(=O)c1nc(Cl)ccc1Cl)c1c(N)n(Cc2ccccc2)c(=O)[nH]c1=O,4%
Cc1ccc(OCCNC(=O)CCc2nc3sc4c(c3c(=O)[nH]2)CCCC4)cc1,-17%
O=C(C[C@H]1C(=O)N(CCc2ccccc2)C[C@@H]1c1ccccc1)Nc1ccccc1,3%
CC1NC(=O)c2cc3ccccc3cc2-n2c1nc1ccccc1c2=O (stereo unspecified),10%
O=C(COc1ccc(Cl)cc1)N1N=C(c2cccs2)CC1c1ccco1 (stereo unspecified),-63%
C#Cc1ccc([C@H]2C=C(C(=O)NCc3nc4ccccc4[nH]3)O[C@@H](OCc3ccc(CO)cc3)C2)cc1,-26%
COc1ccccc1CNC(=O)C(=O)c1cn(CC(=O)N2CCCCC2)c2ccccc12,5%
O=c1[nH]nnc2c1sc1nc(N3CCOCC3)c3c(c12)CCCC3,-6%
CCCC[C@@H]1CNC(=O)C(=O)N1CC1CCCCC1,16%
CC1CN(Cc2ccccc2)C(=S)NC1=O (stereo unspecified),-2%
O=C(c1ccccc1Cl)c1c(O)c2ccccc2oc1=O,-36%
CN(C)CCC(C(=O)c1ccccc1)c1ccccn1 (stereo unspecified),4%
COc1cccc(-c2cnc(C(O)c3ccc(SC)cc3)[nH]2)c1 (stereo unspecified),16%
CC1(Oc2ccccc2-c2ccno2)CCN(Cc2ccc(-c3ccccc3)o2)C1 (stereo unspecified),0%
COc1ccc(-c2ccc3c(c2)[C@@H]2C[C@H](N(C)S(=O)(=O)c4ccccc4)[C@H]([C@H](C)O)C(=O)N2CC3)cc1,-44%
COc1ccc2c(c1)/C(=C\c1cccc(/C=C3/C(=O)Nc4ccc(OC)cc43)n1)C(=O)N2,-79%
N#Cc1cccc(NC(=O)c2cc(C3CCCCN3C(=O)CCc3ccccc3)on2)c1 (stereo unspecified),0%
O=C(c1cc(-c2ccccc2)nn1CC1CC(c2cccnc2)=NO1)N1CCOCC1 (stereo unspecified),7%
Cn1c(=O)c2[nH]c(N=NN3CCCCC3)nc2n(C)c1=O,-30%

# Another view of some results above:
Cc1ccc(OCCNC(=O)CCc2nc3sc4c(c3c(=O)[nH]2)CCCC4)cc1
  BRCA1 expr act: -17%

O=C(C[C@H]1C(=O)N(CCc2ccccc2)C[C@@H]1c1ccccc1)Nc1ccccc1
  BRCA1 expr act: 3%

CC1NC(=O)c2cc3ccccc3cc2-n2c1nc1ccccc1c2=O (stereo unspecified)
  BRCA1 expr act: 10%

O=C(COc1ccc(Cl)cc1)N1N=C(c2cccs2)CC1c1ccco1 (stereo unspecified)
  BRCA1 expr act: -63%

# The results go on:
SMILES,BRCA1 expr act
CNc1nc(NCc2cccc(OC)c2)c2sccc2n1,-26%
CCCNC(=O)C1(C)CCCN(CCOc2ccccc2)C1 (stereo unspecified),2%
CC[C@]12C(=O)N(C)C[C@H]([C@@H]3C(=O)N(Cc4ccccc4)C(=O)[C@@H]31)N2C(=O)c1ccccc1,12%
CC(=O)NCCNC(=O)C1(C)Cc2c(-c3cccc(C(N)=O)c3)ccnc2O1 (stereo unspecified),-11%
COc1ccccc1CCNC(=O)c1c(N)[nH]c(C(=O)c2ccccc2)c1-c1ccc(Br)cc1,-47%
CCN1C[C@@H]2[C@@H]3C(=O)N(C)C(=O)[C@@H]3[C@](C)(C1=O)N2C(=O)c1ccc(Br)cc1,0%
CCc1nc2ccc(C(=O)N(C)CCN(C)C)cn2c1N(CC)C(=O)NCCc1ccccc1,83%
CC(C)n1nnnc1C1c2ccccc2C(=O)N1CCc1ccc(O)cc1 (stereo unspecified),16%
Cc1ccccc1CNC(=O)c1[nH]c(C(F)(F)F)nc1-c1ccccc1,6%
COc1ccc(C(=O)N2CCCC(c3cc(C(=O)NCc4ccc(F)cc4)no3)C2)cc1 (stereo unspecified),-14%
CNC(=O)C[C@H]1C(=O)N(CCc2ccccc2)C[C@@H]1C,2%
COc1cccc(CNc2nc3cc(-c4ccsc4)sc3c(=O)n2C)c1OC,-57%
COc1ccc(-c2cc3nc(-c4ccccc4)cc(N4CCN(C(=O)c5ccccc5)CC4)n3n2)cc1,7%
N#Cc1cccc(NC(=O)c2cc(C3CCCCN3C(=O)C3CC3)on2)c1 (stereo unspecified),-20%
C[C@@H]1CN([C@H](C)CO)C(=O)CCCn2nncc2CO[C@H]1CN(C)Cc1cccc(C(=O)O)c1,2%
COc1ccccc1S(=O)(=O)N(C)C[C@@H]1OCc2cn(nn2)CCCC(=O)N([C@H](C)CO)C[C@H]1C,9%
COc1cc(C(=O)N2CCCCC2c2cc(C(=O)Nc3ccccc3)no2)cc(OC)c1C (stereo unspecified),0%
CN(C(=O)c1cccc(NC(=O)Cc2ccc(NC(=O)C3CCN(C(=O)CCc4ccccc4)CC3)cc2)c1)C1CCCCC1,-24%
c1ccc(Oc2ccc(-c3cc(NCCc4cccnc4)n4nccc4n3)cc2)cc1,2%
O=Cc1ccc2c(c1)OCCOCCOCCOCCO2,20%
COC(=O)c1ccc(COC(=O)CNC(=O)CNC(=O)c2ccc(OC)cc2)cc1,-26%
O=[N+]([O-])c1ccc2cccnc2c1,4%
COc1ccc(C(C#N)=Cc2ccccc2OC)cc1,-22%
CCC(CC)C(=O)N(C)c1c(C)nc2c(OCc3ccccc3C(=O)OC)cccn12,0%
CN(C)c1ccc(/C=C/c2ccnc3ccc(O)cc23)cc1,5%
O=C1NC[C@H](CCCCN2CCN(CCc3ccccc3)C(=O)C2=O)N(CCC2CCCCC2)C1=O,11%
CC(C)c1cc(C(C)C)c(S(=O)(=O)N2CCNCC2)c(C(C)C)c1,-15%
CC(C)c1ccc(NC(=O)c2cc3c([nH]c2=O)CC(C)(C)CC3=O)cc1,16%
CN(C(=O)c1ccc(NC(=O)Cc2ccc(NC(=O)C3CCCN(S(=O)(=O)c4cccc([N+](=O)[O-])c4)C3)cc2)cc1)C1CCCC1 (stereo unspecified),5%
CC(C)(C)Cc1c(-c2ccc(Br)cc2)nc2ccc(Cl)cn12,-67%
COc1cccc(C(NC(C)=O)c2nc(-c3ccc(F)c(Cl)c3)cs2)c1 (stereo unspecified),-27%
COc1cccc(/C=N/Nc2ccc(Cl)nn2)c1OC,71%
Cc1nc2ccc(NC(=O)c3ccccc3)cc2c(=O)n1Cc1ccc(F)cc1,-36%
O=S1(=O)CC(N2CCN(CC3CC3)CC2)CN1CCc1ccccc1 (stereo unspecified),0%
Cc1nnc2c3ccccc3c(-c3ccccc3)nn12,-54%
COc1cccc2c1OC1(N3CCOCC3)CCCCC1C2C[N+](=O)[O-] (stereo unspecified),4%
CCN(Cc1nc2ccccc2c(=O)[nH]1)Cc1cc(=O)oc2cc(C)c(C)cc12,-2%
COCOc1ccc(-c2cc(=O)c3c(OCOC)cc(OCOC)cc3o2)cc1,-29%
CCN(CC)c1ccc(C(NC(=O)C(C)C)c2ccc3cccnc3c2O)cc1 (stereo unspecified),-44%
CC(C)n1c(=O)c2ccccc2n1Cc1cn(Cc2cccnc2)nn1,4%
CCn1c2ccccc2c2nnc(SCN3C(=O)c4ccccc4C3=O)nc21,-30%
CCN(C(=O)COC(=O)C12CC3CC(CC(O)(C3)C1)C2)c1c(N)n(Cc2ccccc2)c(=O)[nH]c1=O,-12%
CC1(C(=O)Nc2ccccc2Br)CCN1C(=O)CC1CC1 (stereo unspecified),5%
CCCCc1c(-c2ccc(Cl)cc2)ncn1CCc1ccccc1OC,-15%
Cc1ccc(S(=O)(=O)NC(=O)C2(C)CCN2C(=O)c2c(C)noc2C)cc1 (stereo unspecified),-2%
CC(=O)c1ccc(OCC(=O)Nc2nnc(C3CC3)s2)cc1,-17%
C=CCOc1cccn2c(N(C)C(=O)c3ccccc3F)c(CC)nc12,0%
COCc1cccc(-c2csc(C(N)c3ccc(F)c(F)c3)n2)c1 (stereo unspecified),8%
Cc1ccc(-c2nnc3c4ccccc4c(C)nn23)cc1S(=O)(=O)N1CCN(C)CC1,4%
Nc1cc(=O)nc2cn[nH]n12,-2%
O=C(Nc1ccccc1OC(=O)c1ccccc1)c1ccccc1,-42%
CN(C)CCNc1ncnc2c1ncn2[C@H]1CN(Cc2ccc(Cl)cc2)C[C@@H](CO)O1,0%

# Entries listed so far that contain a COOH group:
SMILES,BRCA1 expr act
COc1c(N2C[C@@H]3CCCN[C@@H]3C2)c(F)cc2c(=O)c(C(=O)O)cn(C3CC3)c12,0%
C[C@@H]1CN([C@H](C)CO)C(=O)CCCn2nncc2CO[C@H]1CN(C)Cc1cccc(C(=O)O)c1,2%
